High-throughput results (PubChem)
ALOX12 inh = Primary qHTS assay for inhibitors of human arachidonate 12S-lipoxygenase (ALOX12): Round 2. Polyunsaturated fatty acid lipoxygenase ALOX12 (Homo sapiens), P18054. Potency, µM (doses to about 108 µM), without a hit: top-dose activity change, negative = inhibition, actives largely listed as inhibitors. purified 12hLO, xylenol orange hydroperoxide absorbance. 580,000 compounds, 1.1% hits; active means well fitted inhibition curve with a large enough effect; inconclusive means small, poorly fitted or top-dose-only effect, or another doubt; inactive means no such curve, though single readings can be large or run the other way
Target sequence (P18054 whole entry, looked up): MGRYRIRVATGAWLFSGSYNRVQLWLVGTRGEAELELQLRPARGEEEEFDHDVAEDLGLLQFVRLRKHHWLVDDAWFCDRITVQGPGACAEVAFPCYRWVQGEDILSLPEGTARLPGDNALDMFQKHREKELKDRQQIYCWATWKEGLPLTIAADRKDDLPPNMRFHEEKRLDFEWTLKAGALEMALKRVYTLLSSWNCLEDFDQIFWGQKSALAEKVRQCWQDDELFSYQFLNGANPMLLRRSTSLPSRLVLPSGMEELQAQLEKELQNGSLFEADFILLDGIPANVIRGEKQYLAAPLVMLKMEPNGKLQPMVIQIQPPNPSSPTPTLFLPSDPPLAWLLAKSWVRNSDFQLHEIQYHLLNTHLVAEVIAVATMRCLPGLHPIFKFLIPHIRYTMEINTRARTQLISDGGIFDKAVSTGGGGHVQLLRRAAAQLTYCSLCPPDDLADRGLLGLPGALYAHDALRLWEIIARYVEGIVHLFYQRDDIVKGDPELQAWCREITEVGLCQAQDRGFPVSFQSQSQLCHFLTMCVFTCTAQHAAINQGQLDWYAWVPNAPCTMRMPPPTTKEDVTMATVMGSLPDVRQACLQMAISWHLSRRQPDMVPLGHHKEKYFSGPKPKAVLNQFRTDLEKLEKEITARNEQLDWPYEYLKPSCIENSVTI
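Purified human 12hLO at 150 nM in 25 mM Hepes, 0.01% Triton X-100, pH 7.0, preincubated 15 min at room temperature with compound. Reaction started with 40 uM arachidonic acid, 30 min at room temperature. Hydroperoxide measured by Fe-xylenol orange, 573/405 nm absorbance ratio.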
* = called active by the depositor; ? = inconclusive; & = joins results of further samples; [ ] = dose if it differs, or a comment. On the % scale 0 is the no-effect control and ±100 the full control effect; potency means the concentration at half of the fitted maximal effect.

SMILES	ALOX12 inh
O=C(Cn1ccc2c(Cl)cccc21)Nc1ccc2c(c1)OCCO2	7.7%
Cn1cc(C(=O)N2C[C@@H](COCC3CC3)[C@H](c3ccccn3)C2)cn1	-1.1%
CC(C)c1ccc(CC(=O)N2CCCc3ncc(C(=O)NCC(C)(C)CO)cc32)cc1	9.2%[176 µM]
O=[S+]1([O-])NCC2(CCN(Cc3ccc(F)cc3)CC2)Nc2ccccc21	?
O=C(Nc1ccc(Cl)c(C(F)(F)F)c1)c1ccc2ccccc2c1	?
COc1ccccc1CC1(C)C(=O)Nc2ccc(OC(F)(F)F)cc21 (stereo not given)	?
CC(=O)OCc1ccc(C(=O)O)cc1	-24.4%
CC(=O)N1CCC2(CC1)CN(C(=O)Cc1c(C)noc1C)Cc1ccccc1O2	-2.7%[6.33 µM]
O=C(NCCN1CCCC1)C1Cn2cccc2C(=O)N1Cc1cccnc1 (stereo not given)	61.3%[activator]
O=C(CC1CCCCC1)N1CC2CC(C1)[C@H]1CCCC(=O)N1C2 (stereo not given in full)	4.9%
CCC1C(=O)NCCN1Cc1ccc2c(c1)CN(Cc1cc(OC)c3c(c1)OCO3)CCO2 (stereo not given)	?
CC1Oc2ccc(NC(=O)c3cccs3)cc2CN(CCOc2ccccc2)C1=O (stereo not given)	0.7%
CN(C)c1ncnc2c1ncn2[C@H]1CN(C2CCCC2)C[C@@H](CO)O1	9.2%
CC1=C[C@@H](CNC(=O)c2ccco2)[C@H](C(C)C)C[C@H]1CC(=O)N(C)Cc1ccccc1	5.1%[176 µM]
O=C(c1ccc2c(c1)C(=O)NC2=O)c1ccc2c(c1)C(=O)NC2=O	-15.1%
CC1=C[C@@H](CN2CCN(C)CC2)[C@H](C(C)C)C[C@H]1Cc1nnc(-c2ccc(C)cc2)o1	1.9%[176 µM]
Cc1cnc(C(=O)N[C@@H]2CCC[C@@H]2C(=O)NCc2cc(F)cc(F)c2)cn1	-4.9%
CSc1ccc(CNC(=O)C2(C)CCCN2C)cc1 (stereo not given)	5.7%
CN(CCOC(=O)c1cc2ccccc2o1)C1CN(Cc2cn(Cc3ccccc3F)nn2)S(=O)(=O)C1 (stereo not given)	-2.5%
COCCCN1C(=O)C(CC(=O)NCc2cccs2)CC(C(=O)N2CCCCCC2)=C1C (stereo not given)	8.8%
Cn1cccc1-c1cc(C(=O)N2CCOCC2CC(=O)Nc2ccccc2)[nH]n1 (stereo not given)	-7.3%
CCc1ccc(S(=O)(=O)c2nnn3c2nc(NCCOC)c2ccccc23)cc1	2.6%[6.33 µM]
CCC(C)n1c(SCC(=O)N2CCOCC2)nc2c1c(=O)n(C)c(=O)n2C (stereo not given)	-7.1%
Cc1onc(-c2ccccc2[N+](=O)[O-])c1-c1ccccc1[N+](=O)[O-]	-5.0%
c1ccc(CN2CCC(Oc3cnc4c(ccn4-c4cncnc4)c3)CC2)cc1	-13.1%[176 µM]
CCN1CCC2(CCC1=O)CN(Cc1nnc(-c3cccnc3)o1)CCN2C (stereo not given)	44.6%
Cc1ccc(-c2nn(Cc3ccccc3)cc2C(=O)N2CCN(CCO)CC2)cc1C	3.5%
COc1ccc(C2=NOC3(CCCN([S+](=O)([O-])c4cccs4)C3)C2)cc1 (stereo not given)	-0.2%[6.33 µM]
CCCc1nnc(NC(=O)c2ccc3ccccc3n2)s1	-0.6%
COc1ccc(OCCN2CCC(C(=O)NC(C)c3cccc4ccccc34)CC2)cc1 (stereo not given)	-0.1%
CC(C)CN1CCN(CCN(C)Cc2ccccc2)CC1	?
COc1ccc(Nc2nc3ccccc3nc2NS(=O)(=O)c2cc(C)ccc2C)cc1OC	11.2%
COCCN1C(=O)c2ccccc2C(C(=O)NCCCOC(C)C)C12CCCCC2 (stereo not given)	-2.7%
CC1CCC2(CCc3cc4c5c(c(=O)oc4cc3O2)CCCC5)CC1 (stereo not given)	-23.9%
CCOc1ccc(NC(=O)Cn2c(=O)c(-c3noc(C)n3)c3n(c2=O)CCCCC3)cc1	5.4%
O=C(/C(=C\c1ccccc1Cl)c1nc2ccccc2o1)c1ccccc1	1.9%
O=C(CCOc1cccc(Cl)c1)N1CCC(c2nnc3n2CCC3)CC1	-9.1%
CCc1nc2ccc(C(=O)N3CCN(S(=O)(=O)CC)CC3)cn2c1N(C)C(=O)C1CCCCC1	10.1%
O=C(c1ccccc1OCC1CCCN(Cc2ccncc2F)C1)N1CCCC1 (stereo not given)	11.8%
O=C(CCc1ccnc(N2CCOCC2)c1)N1CCCN(c2ncccn2)CC1	31.5%
Cc1noc(C)c1-c1cc2cc(C(C)C)oc2c(NCc2cccnc2)n1	15.8%[176 µM]
O=C(Nc1ccc2c(c1)OCO2)c1ccc2nc([C@@H]3O[C@H](CO)[C@H](O)[C@H](O)[C@H]3O)[nH]c2c1	?
COc1ccccc1/C=C/C=C1\Oc2cc(OS(C)(=O)=O)ccc2C1=O	?
N#CC1=C(SCC(=O)Nc2ccc(Br)cc2)NC(=O)CC1c1ccc2c(c1)OCO2 (stereo not given)	10.6%
O=C(Cc1c(F)cccc1Cl)OCC(=O)C12CC3CC(CC(C3)C1)C2	15.3%
CCOC(=O)c1oc2ccccc2c1COC(=O)Cn1cc(C(F)(F)F)ccc1=O	-46.5%
COC[C@@H]1CN(C(=O)c2cccn2C)C[C@H]1c1nc(C2CC2)no1	37.2%
CNC(=O)[C@@H]1C[C@H](Oc2ccccc2)CN1C(=O)CCC1CCCC1	37.6%[activator]
COc1cccc2cc(-c3nn4c(C(C)C)nnc4s3)oc12	-31.4%
Cc1cc(Cl)ccc1S(=O)(=O)NCCn1c(C)cnc1C1CCC1	-17.4%
CCCCC(=O)NC1CCN(c2cnn(CC3CC3)c(=O)c2)CC1	52.4%[activator]
CC(O)c1ccccc1[N+](=O)[O-] (stereo not given)	28.2%
COc1ccc(Br)cc1/C=N/NS(=O)(=O)c1ccccc1	1.9%
CCc1ccc(NC(=O)Cn2c(-c3ccc(Cl)cc3)nc(C)c(CCO)c2=O)cc1	-21.9%
CCNC(=O)CN1CCCN(C(=O)CCCc2c[nH]c3ccccc23)CC1	9.2%
CCC(CO)Nc1ccn2nc(-c3cccs3)cc2n1 (stereo not given)	?
CC1=C[C@@H](CNC(=O)CCCC(=O)O)[C@H](C(C)C)C[C@H]1Cc1nc2ncccc2[nH]1	55.7%[activator][176 µM]
O=C(NCc1ccccc1)C(c1ccccc1F)n1c(=O)c(-c2cc3ccccc3[nH]2)nc2ccccc21 (stereo not given)	-11.9%
CCc1ccc(C(=O)CSc2nnc(-c3ccc(Cl)cc3)n2CCOC)cc1	-4.4%
O=C(NNC(=O)c1ccccc1OCCOc1ccccc1)c1ccc(F)cc1F	11.2%

Six entries picked at random from those above:
SMILES	ALOX12 inh
CC(O)c1ccccc1[N+](=O)[O-] (stereo not given)	28.2%
CCNC(=O)CN1CCCN(C(=O)CCCc2c[nH]c3ccccc23)CC1	9.2%
COc1ccc(Br)cc1/C=N/NS(=O)(=O)c1ccccc1	1.9%
CC1=C[C@@H](CNC(=O)CCCC(=O)O)[C@H](C(C)C)C[C@H]1Cc1nc2ncccc2[nH]1	55.7%[activator][176 µM]
Cc1cc(Cl)ccc1S(=O)(=O)NCCn1c(C)cnc1C1CCC1	-17.4%
CCC(CO)Nc1ccn2nc(-c3cccs3)cc2n1 (stereo not given)	?

(further entries)
SMILES	ALOX12 inh
O=C(Nc1cccc(O)c1)c1cc(-c2ccncc2)nc2ccccc12	56.3%[activator]
O=C(c1ccc2c(c1)OCO2)N1CCn2c(nnc2-c2ccccc2)C1	?
Cc1cccc(CNC(=O)C2CCCN(c3cnc4nc(C)c(C)nc4c3)C2)c1 (stereo not given)	-9.5%
COc1cccc(N2C(=O)NC(=NC3CCCCC3)C23CCN([S+](=O)([O-])c2ccccc2)CC3)c1	2.8%[6.33 µM]
Cc1ccc(CCC(=O)Nc2cccc3cccnc23)c(C)c1	8.2%
COc1cccc(CC(=O)NCc2nnc3ccc(-c4ccc(C)c(C)c4)nn23)c1	13.3%
COc1cccc(/C=C2\Oc3cc(OS(=O)(=O)c4ccccc4)ccc3C2=O)c1OC	-25.1%
C[C@H]1CN([C@@H](C)CO)C(=O)c2cc(C#CCC3CCCC3)cnc2O[C@@H]1CN(C)C(=O)CC1CC1	44.7µM*
O=C(Nc1ccc2c(N3CCCCC3)ncnc2c1)c1ccc(F)cc1F	64.3%[activator]
Cc1cccc(NC(=O)c2cnc(-c3ccccc3)nc2-c2ccncc2)c1C	3.6%
O=C(c1cscn1)N1CCC2(CC1)CN(c1ccncn1)CC2CO (stereo not given)	52.5%[activator]
CC(=O)c1cccc(-c2ccnc3c2CC(C(=O)Nc2ccc(Cl)cc2)O3)c1 (stereo not given)	-7.6%
Cc1ccc(/C=N/Nc2nc(Nc3ccccc3)nc(N3CCCCC3)n2)c(C)c1	-4.1%
O=C(c1ccccc1F)N1CCC2(CC(c3cccc(C(F)(F)F)c3)=NO2)C1 (stereo not given)	-0.1%[6.33 µM]
CNC(=O)[C@@H](C1CC1)N1CCC[C@H]1C(=O)N1CCCCC1	?
COc1cc(CNC(=O)c2ccc3c(c2)NC(=O)CCS3)ccc1OCc1ccccc1	?
O=C(c1ccccn1)N1CCC2(CC1)CC(N(Cc1ccccc1)C1CC1)CCO2 (stereo not given)	11.8%
CCOC(=O)N1CCN(c2cc(C(=O)O)c3cc(NC(=O)C4CC4)ccc3n2)CC1	?
Cc1c(-c2ccc(Cl)cc2)n[nH]c1C(=O)N[C@@H]1CCNC[C@H]1O	?
O=C(Nc1cccc(Cl)c1)C1=NO[C@@H]2CN(c3ccccn3)C[C@H]12	1.8%[176 µM]
CNC(=O)C(C)(C)N1CCC[C@H]1C(=O)N1CCC(C)CC1	1.8%[176 µM]
CNC(=O)c1cc(Br)cn2ccnc12	31.9%&16.4%[activator][176 µM]
O=C(c1cc(C2CC2)nc2onc(C3CCCN3)c12)N1CCOCC1 (stereo not given)	-2.5%[6.33 µM]
COc1ccc(CNC(=O)Nc2ccc(Cl)cc2C)cn1	?
CC(=O)Nc1cc(-c2cccc(NS(C)(=O)=O)c2)cn2c(-c3ccccc3)cnc12	?
CCN1C(=O)CCN(S(=O)(=O)c2cccc(F)c2)CC12CCOCC2	37.9%[activator]
COCC(=O)N1CCOC[C@H](Oc2cnccn2)C1	29.3%[176 µM]
O=C(Nc1nccs1)[C@@H]1C[C@@H](c2ccc(F)cc2)N(Cc2ccccc2)C1	18.6%[176 µM]
CCC(C)NC(=O)CC1Sc2ncccc2N(CC)C1=O (stereo not given)	5.4%
CCC(C)n1c(SCC(=O)Nc2cc(C)no2)nnc1-c1ccccc1 (stereo not given)	0.4%
CC(C)Cc1nnc(NC(=O)Nc2ccc(Cl)cc2)s1	-6.7%
O=C1Nc2ccccc2C12CN(Cc1cncs1)C2	10.1%[12.5 µM]
CC(=O)CC1(C(C#N)C#N)C(=O)Nc2ccccc21 (stereo not given)	-22.2%
CCCc1noc(-c2cn(C3CCN(C(=O)c4ccsc4)CC3)nn2)n1	?
Cc1cc2cc(CNC(=S)Nc3cccc(Br)c3)ccc2[nH]1	28.2µM*
COc1ccc(CN[C@@H]2C=C[C@@H](c3c(C)nn(-c4cccc(Br)c4)c3C)C2)cc1	0.0%
COc1ccc(CN2C[C@@H](CO)[C@H](c3nc(C)no3)C2)cc1C	35.0%[activator]
CN(CC1(C)CCOCC1)C(=O)c1cccs1	27.6%
O=S(=O)(NC[C@H]1OC[C@@H](NCc2ccc(F)cc2)[C@@H]1O)c1ccccc1	2.1%[176 µM]
O=C(CCSc1nc(-c2ccccc2)c(-c2ccccc2)o1)N1CCCCC1	-13.5%
CCOC(=O)/C(C#N)=C\c1cc(Cl)c(OC)c(OC)c1	?
CC(=O)Nc1ccc(CN2CC[C@H](c3nnc(C(C)(C)C)o3)C2)cc1	16.3%[176 µM]
CC(=O)Nc1cccc(-c2csc(C(NC(C)=O)c3ccc(F)c(F)c3)n2)c1 (stereo not given)	8.9%
CC(C)c1ccc(CN2CC[C@@H]3OCC(=O)N(Cc4ccccc4)[C@H]3CC2)cc1	?
COc1nc2ccccc2nc1C(C#N)C(=O)NC1CCCCC1 (stereo not given)	4.3%
COC[C@@H]1CN(C(=O)COc2cccc(C)c2)C[C@H]1c1ccncc1	22.5%
O=C(Cc1cccc(F)c1)NC1CCN(c2ccc(F)cc2)C1=O (stereo not given)	27.9%
O=S(=O)(NC[C@@H]1CCNC[C@H]1O)c1ccc(OC(F)(F)F)cc1	60.8%[activator]
CC1=C[C@@H](CNC2CCN(C)CC2)[C@H](C(C)C)C[C@H]1Cc1nc2ccc(F)cc2[nH]1	3.0%[176 µM]
CCOC(=O)CCC1(C(=O)OC)C(=O)CCCCCC=C1C(=O)OC (stereo not given)	-12.5%
O=C1CCN(C(=O)C2CCN(S(=O)(=O)c3cccc(F)c3)CC2)CCCCCCN1	18.9%
CN(C)[C@H]1CCCCN(C(=O)c2cccc(-c3cccc(F)c3)c2)C1	29.2%
O=c1[nH]cc(CCCc2ccccc2)c(=O)[nH]1	2.2%
CCCOc1ccccc1CNC1CC1	-13.1%

The list is partial; the hit share may differ from the screen's.
